SRC1 TRFRET art: TR-FRET detection interference compounds, primary screen, artefact control for PPARgamma SRC-1 recruitment agonists, biochemical, TR-FRET emission ratio; TR-FRET detection artefact counter-screen; stronger effect = higher value; TR-FRET ratio at 8 µM; 99,000 tested, 0.34% active; in the data active = TR-FRET ratio above about 2300; also: inactives centre near 1800
SRC3 TRFRET art: TR-FRET detection interference compounds, artefact control for PPARgamma SRC-3 recruitment agonists, biochemical, TR-FRET ratio | TR-FRET artefact counter-screen, PPARgamma/SRC-3 format; stronger effect = higher value | TR-FRET ratio at 8 µM | 99,000 tested, 0.39% active | AID 1048, 2008; in the data active = TR-FRET ratio above about 2000; also: inactives centre near 1600
* marks the source's active call; other numbers are inactive results.

SMILES	SRC1 TRFRET art	SRC3 TRFRET art
CCOC(=O)c1[nH]c2c(c1-c1ccccc1)C(=O)CC(c1ccc(Cl)cc1)C2 (centres undefined)	1826	1620
O=C(NCC1CCCO1)C1CCCCN1S(=O)(=O)c1ccc(F)cc1 (centres undefined)	1750	1470
Cc1cc(NN)nc2ccc(Cl)cc12	1871	1468
CCCCNC(=S)Nc1ccc(OC)nc1	1617	1558
Cc1sc2ncnc(SCC(=O)c3ccc4c(c3)OCCO4)c2c1-c1ccccc1	1694	1716
Nc1ccc(S(=O)(=O)Nc2nccc(/C=C/c3ccc(Br)s3)n2)cc1	1827	1710
O=C(CCc1c[nH]c2ccccc12)NCC(=O)Nc1ccc(F)c(F)c1F	1640	1502
Cc1ccc(C2C(C(N)=S)=C(N)OC3=C2C(=O)CC(C)(C)C3)cc1 (centres undefined)	2043	1717
CC(N=Cc1cc([N+](=O)[O-])ccc1O)c1ccccc1 (centres undefined)	1735	1511
C=C(C)Cn1c(CCCNC(=O)CCC)nc2ccccc21	1732	1529
COc1ccc(OC)c(/C=C/C(=O)Nc2ccc3c(c2)CCC3)c1	1880	1624
O=C(CSc1nc2ccccc2o1)Nc1nc(-c2ccccc2)c(-c2ccccc2)s1	1792	1502
CCOCCCNC(=O)C(=O)NCCCOCC	1772	1658
COc1ccc2cnnc(SCC(=O)Nc3ccccc3)c2c1OC	1652	1517
Cc1cc(SCc2cc(=O)n3ccsc3n2)nc2ccccc12	1868	1523
Cc1ncsc1CCC(=O)N1CCCC(C(=O)c2ccc3c(c2)OCO3)C1 (centres undefined)	2015	1577
C=CCc1cccc2cc(C(=O)Nc3ccc(S(=O)(=O)Nc4nnc(CC)s4)cc3)c(=O)oc12	1897	1657
O=C(Nc1ccc(S(=O)(=O)Nc2nccs2)cc1)/C(=C/c1ccccc1Cl)NC(=O)c1ccccc1	1648	1569
CC(NC(=O)CNC(=O)C1O[C@@H]2OC(C)(C)O[C@@H]2[C@H]2OC(C)(C)O[C@@H]12)C(=O)O (some centres undefined)	1520	1417
CSc1ccccc1C(=O)Nc1ccccc1C(=O)NC(C)C	1689	1645

Looked up by compound from above, five records:
SMILES	SRC1 TRFRET art	SRC3 TRFRET art
Cc1ncsc1CCC(=O)N1CCCC(C(=O)c2ccc3c(c2)OCO3)C1 (centres undefined)	2015	1577
CCOCCCNC(=O)C(=O)NCCCOCC	1772	1658
CC(NC(=O)CNC(=O)C1O[C@@H]2OC(C)(C)O[C@@H]2[C@H]2OC(C)(C)O[C@@H]12)C(=O)O (some centres undefined)	1520	1417
O=C(CSc1nc2ccccc2o1)Nc1nc(-c2ccccc2)c(-c2ccccc2)s1	1792	1502
CSc1ccccc1C(=O)Nc1ccccc1C(=O)NC(C)C	1689	1645

The results go on.
SMILES	SRC1 TRFRET art	SRC3 TRFRET art
CCOc1ccc(OCCCCNC(C)(C)C)cc1	1970	1404
O=C(Cn1nc(-c2ccccc2)ccc1=O)NCc1ccc(F)cc1	1989	1698
CCOc1ccc(NC(=O)CCC(=O)NNS(=O)(=O)c2ccccc2[N+](=O)[O-])cc1	1698	1428
Cc1ccc(S(=O)(=O)N(C)CC(=O)OCC(=O)NC(=O)Nc2ccc3c(c2)OCCO3)cc1	1797	1534
O=c1[nH]c(=O)c2nnc(N/N=C\c3ccc(O)cc3)nc2[nH]1	1767	1609
CN(C)S(=O)(=O)c1ccc(=S)[nH]c1	2030	1698
FC(F)(Cl)c1nnc2ccc(Cl)nn12	1704	1532
COc1cnc(-c2ccccn2)nc1Sc1ccccc1	1404	1518
NNC(=O)c1cnn(-c2ccccc2)c1C(F)(F)F	1799	1755
CC(=O)c1cccc(CN2CCCC(CCC(=O)NCc3ccc(C)o3)C2)c1 (centres undefined)	1778	1633

As entered above:
In SRC1 TRFRET art, `COc1cnc(-c2ccccn2)nc1Sc1ccccc1` has 1404
In SRC3 TRFRET art, `CCOc1ccc(NC(=O)CCC(=O)NNS(=O)(=O)c2ccccc2[N+](=O)[O-])cc1` has 1428
In SRC3 TRFRET art, `NNC(=O)c1cnn(-c2ccccc2)c1C(F)(F)F` has 1755
In SRC3 TRFRET art, `O=c1[nH]c(=O)c2nnc(N/N=C\c3ccc(O)cc3)nc2[nH]1` has 1609
In SRC1 TRFRET art, `O=C(Cn1nc(-c2ccccc2)ccc1=O)NCc1ccc(F)cc1` has 1989
In SRC1 TRFRET art, `CCOc1ccc(OCCCCNC(C)(C)C)cc1` has 1970
In SRC3 TRFRET art, `FC(F)(Cl)c1nnc2ccc(Cl)nn12` has 1532

The listing continues:
SMILES	SRC1 TRFRET art	SRC3 TRFRET art
N/C(Cn1cncn1)=N\NC(=O)c1ccc(Cl)cc1Cl	1798	1583
CCC(C(=O)NCc1ccco1)N(C(=O)CNS(=O)(=O)c1ccccc1)c1ccccc1C (centres undefined)	1840	1557
O=C(Nc1cc(F)cc(F)c1)c1ccc(NCCCN2CCCCCC2)c([N+](=O)[O-])c1	1749	1509
O=C(NNC1CC(=O)N(c2ccc(Br)cc2)C1=O)c1cccnc1 (centres undefined)	1737	1668
COc1ccc(CNC(=O)C(CCSC)NS(=O)(=O)c2ccccc2F)cc1 (centres undefined)	1854	1544
O=C(Nc1ccon1)c1cccc(C(F)(F)F)c1	1783	1636
Cc1ccc(Cl)cc1NC(=O)C(NS(=O)(=O)c1cccs1)c1ccccc1 (centres undefined)	1673	1395
C=CCOC(=O)c1[nH]c2c(c1C)C(=O)CC(c1ccco1)C2 (centres undefined)	2052	1679
CN(C(=O)c1sc2nc(N3CCOCC3)c3c(c2c1N)CCCC3)c1ccccc1	1948	1905
CCOC(=O)N=Nc1c(O)n(Cc2ccccc2)c2ccccc12	1640	1535
COc1ccccc1CNC(=O)/C=C/c1ccc(Br)o1	2053	1802
Cc1ccc(NS(=O)(=O)c2ccc(CCC(=O)N3CCCC3)cc2)cc1	1935	1719
COc1ccc2c(c1)C(=O)[C@H](O)[C@@H](c1ccc(OC)c(Br)c1)O2	1685	1476
NNC(=O)CC12CC3CC(C1)CC(n1ncnn1)(C3)C2	1752	1576
Cc1csc(SCC(=O)Nc2cccc(S(=O)(=O)N3CCOCC3)c2)n1	1835	1773
O=C(Nc1cccc(C(=O)O)c1)/C(=C/c1ccc2c(c1)OCO2)NC(=O)c1cccc(Br)c1	1772	1513
CC(C)Oc1cccc(C(=O)C2CCCN(Cc3cccn3-c3ccccn3)C2)c1 (centres undefined)	1562	1532
CCOP(=O)(OCC)c1nc(-c2cccc3ccccc23)oc1NCc1ccc(OC)cc1	1873	1551
COc1ccccc1NC(=S)N1CCOCC1	1838	1608
CCn1c(/C=C/c2c(C)[nH]c3ccccc23)nc2ccccc2c1=O	1681	1542
Cc1ccc([N+](=O)[O-])cc1NC(=O)Cc1cccs1	1941	1664
Cc1ccc(NC(=O)CSc2nc3ccccc3c(=O)n2Cc2cccs2)cc1	1511	1366
CCOc1nc(N2CCOCC2)nc(C)c1[N+](=O)[O-]	1942	1497
O=C(COc1ccc(Br)cc1CNCCCN1CCOCC1)Nc1ccccc1	1719	1588
CCc1ccccc1NC1=NCC(=O)N1C1CCCCC1	2080	1774
Cc1ccc(C(=O)N2CCOCC2)c(F)c1F	1517	1471
Cc1ccc(C2CCN(C(=O)Nc3ccc(F)cc3)C2)cc1 (centres undefined)	1589	1550
O=c1c2sccc2nc(SCc2ccc([N+](=O)[O-])cc2)n1Cc1ccccn1	1873	1827
CCC1COC(c2cccn2Cc2ccc(Cl)cc2)=N1 (centres undefined)	1629	1587
COc1ccc(N2C(=O)C(O)C2c2ccc(C)cc2)cc1 (centres undefined)	1600	1473
O=C(C[n+]1cccc(CNC(=O)c2ccc(OC(F)F)cc2)c1)Nc1cc(C(F)(F)F)ccc1Cl	1763	1575
CC(C)CC(=O)N1CCN(Cc2ccccc2[N+](=O)[O-])CC1	1787	1534
Cc1nc(N2CCOCC2)c2c(C)c(C(=O)Nc3ccc(F)cc3Cl)sc2n1	1812	1505
CCOC(=O)C1=C(C)NC(C)=C(C(=O)OCC)C1C(=O)OCC(=O)NC	1669	1575
CCOC(=O)C1(CCc2ccccc2)CCN(C2Cc3ccccc3C2)CC1	2193	1613
Clc1cc(Br)ccc1OCCN1CCOCC1	1996	1697
CC12CC3CC(C)(C1)CC(NCc1ccncc1)(C3)C2	1944	1679
CCOC(=O)c1cc(-c2nnc(SCC(=O)Nc3ccc(F)cc3)o2)c(C)nc1C	1798	1857
CCCCN(CC)CCNC(=O)CCNC(=O)Cn1ccc2ccccc2c1=O	1484	1422
Cc1ccc(Nc2c(-c3ccccn3)nc3cc(C)ccn23)cc1	1690	1340

Profiles, quoted from the list:
Results for `CCOC(=O)C1=C(C)NC(C)=C(C(=O)OCC)C1C(=O)OCC(=O)NC` = SRC1 TRFRET art: 1669; SRC3 TRFRET art: 1575
Results for `CCOC(=O)c1cc(-c2nnc(SCC(=O)Nc3ccc(F)cc3)o2)c(C)nc1C` = SRC1 TRFRET art: 1798; SRC3 TRFRET art: 1857

(cont.)
SMILES	SRC1 TRFRET art	SRC3 TRFRET art
CC(=O)c1ccc(N2CCC(C(=O)O)CC2)cc1	1900	1324
Cc1ccc(S(=O)(=O)N2CCCCC2)cc1NC(=O)Nc1ccc(Cl)cc1Cl	1583	1668
CCOC(=O)CN1C(=O)S/C(=C/c2ccc(OC)c([N+](=O)[O-])c2)C1=O	1657	1454
CC(C)(C)c1ccc(OCCNC(=S)Nc2ccccc2)cc1	1619	1745
CN(Cc1cnccn1)Cc1c(C(=O)N2CCc3ccccc3C2)nc2ccc(Cl)cn12	1670	1528
C/C(N)=C(/C#N)C(=O)CSc1ccccc1F	1734	1487
C/C(=N/Nc1nc(-c2ccccc2)cc(-c2ccc(F)cc2)n1)c1cccc(N)c1	1727	1605
Cc1nc(Cl)c(C(=O)NCCC(C)C)c(C)c1[N+](=O)[O-]	1919	1568
CCOC(=O)c1ccc(CC(=O)c2ccc(O)c(O)c2O)o1	1632	1667
O=C(/C=C/c1ccc(F)cc1)Nc1cccc(S(=O)(=O)Nc2cccc(C(F)(F)F)c2)c1	1741	1379
CCOC(=O)c1[nH]cnc1C(=O)Nc1ccc(F)cc1	1720	1443
O=C(CCSc1ccc(Br)cc1)Nc1cccnc1	1859	1475
COCCCNC(=S)NC(=O)c1ccc([N+](=O)[O-])cc1	1715	1435
COc1ccc(C(=O)/C=C/c2ccc(OC(=O)c3cc(OC)c(OC)c(OC)c3)cc2)cc1	1601	1495
O=C(N/N=C/c1ccccc1F)NC1CCCCC1	1874	1731
Cc1ccc2nc(NC(=O)CCCC(=O)O)sc2c1	1777	1509
O=C(N/N=C/c1ccc(N2CCOCC2)cc1)c1ccc(NS(=O)(=O)c2cccs2)cc1	2086	1510
COC(=O)C1=NN(C(C)=O)C2(CC(=O)N(c3cccc(C)c3)C2=O)C1 (centres undefined)	1816	1676
COc1cccc2cc(C(C)N(CCCN3CCOCC3)C(=S)Nc3cccc(C)c3C)oc12 (centres undefined)	1758	1697
Cc1ccc(NC(=O)/C(=C/c2cccs2)NC(=O)c2ccco2)cc1	1450	1709
COc1ccc(NC(=S)Nn2cnnc2)cc1OC	1814	1630
Cc1c(C)n(CC(O)CNCCO)c2ccccc12 (centres undefined)	1701	1656
Cc1ccc(C)c(S(=O)(=O)Nc2ccc(C(N)=O)cc2)c1	1676	1509
CCOC(=O)c1c(NC(=O)c2cnn3c2NC(c2cccc(OC)c2)CC3C(F)(F)F)sc2c1CCCC2 (centres undefined)	1869	1620
Cc1ccc(C(=O)N2CCOCC2)cc1[N+](=O)[O-]	1661	1520
Cc1ccc(C(=O)Nc2ccc3[nH]c(=O)[nH]c3c2)c(C)c1	1674	1650
CCN(CC1COc2ccccc2O1)C(=S)NC1CC2CCC1C2 (centres undefined)	2099	1198
COc1cc2[nH]c(=S)nc(Nc3ccc(NC(C)=O)cc3)c2cc1OC	1672	1467
O=C(O)C1C(=O)NCC1c1ccccc1 (centres undefined)	1783	1542
CCSC(SCC)[C@H](O)[C@@H](O)[C@H](O)[C@H](O)CO	1817	1724
O=C(N/N=C/c1c[nH]c2ccccc12)c1ccn[nH]1	1879	1528
CCOC(=O)c1c(-c2cccs2)csc1NC(=O)CN1CCOCC1	2098	1720
Nc1ncnc2c1C1(CCCCC1)Cc1ccccc1-2	2029	1777
O=C(Nn1c(-c2ccncc2)nc2ccccc2c1=O)c1ccccc1Br	1883	1758
Cn1c(Cn2c(=O)sc3ccccc32)nnc1SCC(=O)N1CCOCC1	1832	1599
COc1ccc(Cc2nnc(NC(=O)C(C)(C)C)s2)cc1	1607	1594
CC(=O)Nc1sc2c(c1C(c1ccccc1Cl)N1CCN(CCO)CC1)CCCC2 (centres undefined)	1618	1484
CC(=O)N1CCc2c(sc(NC(=O)CN3C(=O)c4ccccc4C3=O)c2C(N)=O)C1	1872	1534
COc1ccc(NC(=S)N2CCN(C/C=C/c3ccccc3)CC2)c(OC)c1	1916	1609
CCOc1ccc(C(C)=O)cc1COc1ccc(-n2cnnn2)cc1	1602	1743
COC(=O)c1ccc(COC(=O)CNS(=O)(=O)c2ccc(C)cc2)cc1	1658	1614
COc1cccc(C(=O)Nc2nc3ccc(S(C)(=O)=O)cc3s2)c1	1857	1673
CCN1CCN(Cc2c(O)ccc3c2O/C(=C\C=C\c2ccccc2OC)C3=O)CC1	1751	1546
COc1ccc2[nH]cc(CCNS(=O)(=O)Cc3ccccc3)c2c1	1535	1565
CC1(C)C(C=C(Cl)Cl)C1C(=O)N1CCN(Cc2ccccc2)CC1 (centres undefined)	1650	1384
C/C(=N/NC(=O)c1cccc(N2CCCC2=O)c1)c1ccncc1	1702	1522
CC(=O)Nc1ccc(C(=O)CSc2nnnn2C2CCCC2)cc1	1561	1706
Cc1ccc(C2CC(c3ccc(F)cc3)Nc3nc(N)nn32)cc1 (centres undefined)	1438	1536
Cc1cc(C)cc(NC(=S)NCCc2ccc(S(N)(=O)=O)cc2)c1	2242	1767
CCC1(C)NC(=O)N(/N=C/c2cc(OC)c(O)c(OC)c2)C1=O (centres undefined)	1720	1606
COc1ccc(C)cc1NC(=O)C(Sc1nnc(Nc2ccccc2F)s1)c1ccccc1 (centres undefined)	1864	1648

Only part of the results is shown. The share of hits here may be higher or lower than overall.
